Screens deposited in PubChem by National Center for Advancing Translational Sciences (NCATS).
TDP1 cell noCPT: qHTS for Inhibitors of human tyrosyl-DNA phosphodiesterase 1 (TDP1): qHTS in cells in absence of CPT; DT40 Tdp1-/- hTDP1 cells, no CPT, ATP luminescence, 48 h; Potency, µM (highest dose often 46.2 µM), for inactives: at the highest dose activity change, negative = growth inhibition, hits mostly inhibitors; 420,000 compounds, 15% hits; further: nearly all actives have a fitted effect of over 55% in size
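Seeded 400 DT40-hTDP1 cells/well (vehicle DMSO, no 20 nM CPT); pinned compounds; ≥48 hr at 37 °C; CellTiter-Glo luminescence as viability measure.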
DT40 TDP1 CPT: qHTS for Inhibitors of human tyrosyl-DNA phosphodiesterase 1 (TDP1): qHTS in cells in presence of CPT | chicken DT40 Tdp1-/-;hTDP1 cells + 20 nM CPT, ATP luminescence, 48 h | Potency, µM (titrated, usually from 46.2 µM), inactives show at the top dose activity change, negative = growth inhibition, hits mostly inhibitors | 420,000 compounds, 12% hits | AID 686979, 2013; further: nearly all actives have a fitted effect of over 55% in size
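Chicken DT40 Tdp1-/- cells complemented with human TDP1, 400 cells/well, exposed to compounds plus 20 nM camptothecin for at least 48 h at 37 C; viability read as ATP content by CellTiter-Glo luminescence.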
TDP1 block: qHTS Assay for Inhibitors of Tyrosyl-DNA Phosphodiesterase (TDP1). Tyrosyl-DNA phosphodiesterase 1 (Homo sapiens), Q9NUW8. recombinant TDP1, AlphaScreen DNA substrate cleavage. Potency, µM (titrated, usually from 130 µM), inactives show at the highest dose activity change, negative = inhibition, hits mostly inhibitors. 350,000 compounds, 0.28% hits. AID 485290, 2010; further: nearly all actives have a fitted effect of over 40% in size
Target sequence (Q9NUW8 whole entry, looked up): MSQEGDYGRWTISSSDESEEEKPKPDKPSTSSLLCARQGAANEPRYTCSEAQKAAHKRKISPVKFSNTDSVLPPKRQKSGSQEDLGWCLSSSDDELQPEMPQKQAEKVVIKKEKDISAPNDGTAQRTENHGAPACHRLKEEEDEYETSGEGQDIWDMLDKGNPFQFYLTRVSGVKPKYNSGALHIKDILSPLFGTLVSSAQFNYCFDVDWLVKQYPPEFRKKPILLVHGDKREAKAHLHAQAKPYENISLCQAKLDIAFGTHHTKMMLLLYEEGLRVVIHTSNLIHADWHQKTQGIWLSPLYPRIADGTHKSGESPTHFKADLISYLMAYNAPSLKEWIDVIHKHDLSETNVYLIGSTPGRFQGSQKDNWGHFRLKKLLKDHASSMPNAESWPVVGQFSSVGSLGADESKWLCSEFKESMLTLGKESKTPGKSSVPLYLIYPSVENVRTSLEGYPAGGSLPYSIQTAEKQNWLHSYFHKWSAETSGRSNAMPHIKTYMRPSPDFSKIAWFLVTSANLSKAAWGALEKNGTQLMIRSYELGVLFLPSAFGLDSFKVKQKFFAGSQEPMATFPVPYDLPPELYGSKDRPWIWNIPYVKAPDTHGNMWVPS
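Tdp1 1 nM final; 15 min RT w/ cpd; substrate 15 nM, 5 min; beads 10 ug/ml, 10 min; AlphaScreen read. Neg ctrl: no enzyme.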
* marks the source's active call; other numbers are inactive results; ? = inconclusive; nt = no result given; & = joins results of further samples; ! = not active in a repeat; [ ] = another dose, or the depositor's remark. The call rests on the fitted dose curve; in most records, active means well fitted curve in the direction sought with a large enough effect; inconclusive means small, poorly fitted or top-dose-only effect, or another doubt; inactive means no such curve, though single readings can be large; an effect the other way counts as inactive or inconclusive. On the % scale 0 is the no-effect control and ±100 the full control effect; potency means the concentration at half of the fitted maximal effect. Rows are unselected. About 18% of those tested had a hit in this group.

SMILES	TDP1 cell noCPT	DT40 TDP1 CPT	TDP1 block
CCOC(=O)Nc1ccc(S(=O)(=O)N2CCC(C)CC2)cc1	-14.6%	-5.9%	-2.6%
CSc1ccc(-c2nc(CSCC(=O)N3CCOCC3)c(C)o2)cc1	?	?	5.7%
CSc1nc(N)nc2c1ncn2C1OC(CO)C(O)C1O (stereo not drawn)	-18.0%	-11.2%	nt
CC(=O)c1ccc(NC(=O)CN2C(=O)NC3(CCCc4ccccc43)C2=O)cc1 (stereo not drawn)	-6.5%	-19.2%	0.2%
CCSc1nc(-c2ccc(OC)cc2)n(-c2nc3ccccc3s2)n1	?	?	-12.2%
CCc1ccc(Nc2nnc(SCn3nnc4ccccc4c3=O)s2)cc1	?	?	2.3%
Cc1cnc(C(=O)Nc2nnc(C(C)C)s2)cn1	-27.2%	?	-2.6%
C#CCOCCOCCOCCNc1nc(N2CCN(C(=O)[C@H](CCCCN)n3cc([C@@H](N)CO)nn3)CC2)nc(N2CCN(C(=O)[C@H](CCCCN)n3cc([C@@H](N)CC(C)C)nn3)CC2)n1	-3.6%	4.8%	-4.0%
O=C(CN1CCCCC1)N=Nc1c(O)[nH]c2ccccc12	0.8%	4.4%	nt
Cc1cccc(-n2ncc3c(NC4CCCCC4)ncnc32)c1	?	?	0.0%
Cc1ccc(N(CC(=O)NCc2ccc3c(c2)OCO3)C(=O)c2csnn2)cc1	-20.3%	-3.6%	12.1%
CCC(CC)C(=O)NCc1ccccc1OC	-26.5%	-23.4%	6.2%
CC(SC(C)C(=O)NN=Cc1cccc(Cl)c1)C(=O)NN=Cc1cccc(Cl)c1 (stereo not drawn)	16.4µM*	?	nt
CCOC(=O)c1cc(S(=O)(=O)Nc2ccc(OC(F)(F)F)cc2)[nH]n1	-14.7%	-29.5%	6.5%
O=C(ONC(=O)C1CCCCC1C(=O)NOC(=O)c1ccccc1)c1ccccc1 (stereo not drawn)	?	?	nt
Nc1ccc(S(=O)(=O)C(F)(F)F)cc1N	-16.9%	2.0%	0.0%
CCCCn1c(N)c(N(CCC(C)C)C(=O)C2CC(=O)N(c3ccccc3OCC)C2)c(=O)[nH]c1=O (stereo not drawn)	-8.0%	-14.6%	2.4%
CC#CCC(C)[C@H](O)/C=C/[C@@H]1[C@H]2C/C(=C/CCCC(=O)O)C[C@H]2C[C@H]1O (stereo partly drawn)	-2.1%	15.2%	nt
O=C(CC1NC(=O)NC1=O)Nc1ccc(Cl)cc1 (stereo not drawn)	21.0%	-19.1%	5.0%
O=C(COC(=O)c1cccc(O)c1)NC(=O)Cc1ccccc1	12.4%	-13.3%	1.6%
CCN1C(=O)[C@@H]2[C@@H](c3ccc(-c4ccc5c(c4)OCO5)c(OC)c3)N3CCCC[C@@]3(C(=O)OC)[C@@H]2C1=O	?	?	0.1%
CCN(CC)c1ccc(NC(=O)CCS(=O)(=O)c2cccc3nsnc23)c(C)c1	?	?	0.0%&0.0%
CC(=O)c1sc(N/N=C/c2cccc(O)c2)nc1C	11.6µM*	25.9µM*	nt
CCCN1CCC(=O)N([C@H](CSc2ccc(OC)cc2)c2ccccc2)CC1	16.4µM*	?	4.7%
CC(CNC(=O)c1cccc(Br)c1)n1cncn1 (stereo not drawn)	2.0%	35.5%[activator]	nt

Only TDP1 cell noCPT and TDP1 block, for 2 of the compounds above:
mol	TDP1 cell noCPT	TDP1 block
O=C(CC1NC(=O)NC1=O)Nc1ccc(Cl)cc1 (stereo not drawn)	21.0%	5.0%
O=C(COC(=O)c1cccc(O)c1)NC(=O)Cc1ccccc1	12.4%	1.6%

Next section:
SMILES	TDP1 cell noCPT	DT40 TDP1 CPT	TDP1 block
CC(=O)N1CCOc2ccc(S(=O)(=O)N3CCC(C(=O)Nc4cc(C)cc(C)c4)CC3)cc21	18.8%	-3.6%	0.8%
CCOC(=O)N1CCN(C(=O)C(=O)c2cn(CC(=O)N3CCCCCC3)c3ccccc23)CC1	?	-6.6%	3.4%
CN(C1CCCCC1)S(=O)(=O)c1cccc(C(=O)Nc2ccccn2)c1	?	-8.6%	-2.3%
COc1ccc2c(=O)cc(-c3ccncc3)oc2c1OC	?	?	nt
CC1(C)CCCC2=C1CC1C(=O)N(Cc3cccnc3)C(=O)C1C2 (stereo not drawn)	?	-14.0%	1.9%
O=C(Cn1cccc1)NC1CCCCCC1	-7.4%	-6.7%	5.9%
CC(C)(C)c1ccc(OCC(=O)Nc2ccncc2)c(Br)c1	7.31µM*	8.2µM*	nt
O=C(CNC(=O)c1ccccc1Br)N/N=C\c1cc([N+](=O)[O-])cc(Br)c1O	8.2%	15.9%	1.2%
COc1cccc(/C=N/Nc2ncnc3scc(-c4ccccc4)c23)c1O	1.46µM*	1.03µM*	10.1%
Cc1cccc(NC(=O)c2ccccc2NC(=O)c2ccccc2)n1	18.4µM*	?	nt
CCc1nnc(SCC(=O)Nc2ccccc2Cl)nc1CC	?	16.4µM*!	0.0%&2.5%
COc1ccc(N/C=C2\C(=O)c3c(sc(C)c3C)N(C)S2(=O)=O)cc1	-12.9%	-5.9%	4.1%
CC1(C)CCC(C)(C)c2cc(C(=O)Nc3ccc(C(=O)O)cc3)ccc21	-18.8%	5.1%	7.3%
Cc1cccc(C(=O)N(C)c2nnc(-c3ccncc3)s2)c1	?	-27.6%	nt
CCn1nc(C)cc1C(=O)N1CCCC(N2CCN(Cc3ccc4c(c3)OCO4)CC2)C1 (stereo not drawn)	?	-11.4%	3.2%
Cc1ccc(SC(C)C(=O)Nc2c(C)n(C)n(-c3ccccc3)c2=O)cc1 (stereo not drawn)	-5.5%	-16.0%	1.0%
CC1=C(C(=O)OC(C)C)C(c2cccc(F)c2)n2ncnc2N1 (stereo not drawn)	16.4µM*	14.6µM*	1.1%
COc1cccc(C(=O)NCC(=O)OCC(=O)C(C)(C)C)c1	1.5%	5.2%	5.7%
CCNC(=S)N(CCc1ccc(S(N)(=O)=O)cc1)C1CC(=O)N(c2ccccc2)C1=O (stereo not drawn)	?	?	1.2%
CCc1ccc(C(=O)N2CCCN(C)CC2)s1	2.0%	15.8%	0.0%
O=C(OCC(=O)N1CCCCC1)c1cccc(NS(=O)(=O)c2ccccc2)c1	-28.0%	-22.6%	0.4%
C=CCn1c(C)nc2c(cnn2-c2ccccc2)c1=O	-26.4%	-20.9%	nt
COc1ccc(Br)cc1S(=O)(=O)NCc1ccccn1	11.6%	-1.3%	nt
COCCN1C(=O)CSCC1(C)C(=O)Nc1c(C)cccc1C (stereo not drawn)	9.8%	24.9%	nt
c1cc(N2CCCC2)ccc1C(c1nnnn1C1CCCCC1)N1CCOCC1 (stereo not drawn)	?	?	10.8%
O=C(CCS(=O)(=O)c1cccs1)Nc1ccc(C(=O)NCc2cccs2)cc1	-2.9%	-4.2%	5.8%
COc1ccc(CNc2oc(/C=C/c3cccc(OC)c3)nc2C#N)cc1	23.1µM*	23.1µM*	4.7%
COc1ccccc1C(=O)NC(=O)COc1cc(Cl)ccc1Cl	?	?	0.2%[0.505 µM]
Cc1cc(C(F)(F)F)c(C#N)c(SCC(=O)Nc2nc3ccccc3s2)n1	18.4µM*	?	-1.4%
CC1=NN(C(N)=S)C(=O)C1N=Nc1ccc(Cl)cc1 (stereo not drawn)	1.46µM*	0.517µM*	7.1%
Cc1ccc(/C=C2\SC(=S)N(CCC(=O)Nc3cccnc3)C2=O)cc1	-26.6%	-15.0%	4.4%
CCOc1ccc2nc(NC(=O)CSc3nc(SC)ns3)sc2c1	?	?	5.0%
CC(C)[C@H](NS(=O)(=O)c1ccc(Cl)cc1)C(=O)OCC(=O)c1c(N)n(C)c(=O)n(C)c1=O	20.6µM*	?	2.3%
Oc1ccc(Cl)cc1C1=Nc2ccccc2N=C(c2cccc(Br)c2)C1	?	-29.9%	?
Cc1ccc(-c2csc3nc(SCC(N)=O)n(Cc4ccccc4)c(=O)c23)cc1	?	?	0.0%
COC(=O)c1c(-c2cccs2)csc1NC(=O)CSc1ncnc2sc(C)c(C)c12	20.6µM*	?	0.0%
Cc1nn(-c2ccccc2)c(C)c1C(=O)Nc1nnc(-c2ccco2)o1	?	?	5.3%
C=CCNC(=O)c1ccccc1SCc1c(C)noc1C	5.9%	1.9%	1.6%
CCOc1ccccc1C(=O)Nc1ccc(S(=O)(=O)Nc2nccc(C)n2)cc1	7.2%	22.0%	nt
N#Cc1ccccc1S(=O)(=O)N1CCN(CC(=O)Nc2ccnn2C2CCCC2)CC1	-14.6%	-0.7%	0.5%
CCC(C)NC(=O)C1CCCN(C(=O)Nc2ccc(F)cc2)C1 (stereo not drawn)	-12.3%	-0.7%	3.1%
C(=N\n1cnnc1)/c1cccc2ccccc12	-6.8%	6.9%	1.0%
C[C@@H](c1ccccc1)N1C[C@H](COCc2ccccc2)Oc2cc(N3CCC[C@H]3CO)ccc2S1(=O)=O	?	?	nt
O=C(CS(=O)(=O)c1ccc(Cl)c(Cl)c1)Nc1ccccc1Cl	-20.3%	-16.3%	-1.1%
O=C(CN1C(=O)COc2ccc(S(=O)(=O)N3CCCC3)cc21)NC1CC1	26.7%	-22.0%	5.2%
COc1ccc(C(=O)N2CCCC(CCC(=O)N3CCN(c4ccccn4)CC3)C2)cc1 (stereo not drawn)	?	-14.8%	5.7%[56.1 µM]
COc1ccc(/C=C/C(=O)N/C(=C\c2ccco2)C(=O)NCCc2nc3ccccc3[nH]2)cc1	18.4µM*	20.6µM*	5.7%
CCC(=O)Nc1ccc(C(=O)N/N=C/c2c(C)[nH]c3ccccc23)cc1	?	-17.7%	3.7%
CCc1nc(C)cn1S(=O)(=O)c1cc(C)c(OC)cc1C	?	-27.7%	1.3%
CC(=O)NN1C(=O)c2ccccc2NC1c1ccccc1F (stereo not drawn)	5.2%	9.0%	nt

Later entries.
SMILES	TDP1 cell noCPT	DT40 TDP1 CPT	TDP1 block
Cc1cccc(-c2nc(SCCCOc3ccc(Cl)c(C)c3)n3[nH]c(=O)cc3n2)c1	?	?	2.6%
CCc1ccc(OCCCC(=O)Nc2cccc(C(=O)O)c2)cc1	-7.2%	-3.4%	nt
C/C(=N\NC(=O)C1COc2ccccc2O1)c1ccc(N2CCOCC2)cc1 (stereo not drawn)	-14.5%	1.2%	2.5%
Cc1ccc(OCC(=O)Nc2ccc([N+](=O)[O-])cn2)cc1C	-1.1%	-3.8%	nt
CCCN(CCC)Cc1cc(=O)oc2cc(OC)ccc12	?	?	nt
Cc1ccc(NC(=O)CC2COc3ccccc3O2)cc1 (stereo not drawn)	?	-18.1%	3.9%
CS(=O)(=O)Nc1ccc(C(=O)Nc2ccccc2Sc2ccccc2)cc1	?	?	0.0%
CC(=O)Nc1nonc1-c1nnc(SCC(=O)Nc2cc(C)cc(C)c2)n1C	?	-23.8%	2.6%
c1ccc2sc(NC3=NCN(Cc4ccc5c(c4)OCO5)CN3)nc2c1	?	-25.5%	9.1%
CCOc1ccc(S(=O)(=O)NCc2ccc(OC)cc2)c2cccnc12	-22.6%	-6.4%	-2.6%
COc1cc(SC)ccc1C(=O)NCC1CCCCC1	?	?	1.7%
Cc1c(C(=O)N2CCC[C@H]2C(N)=O)oc2c(F)cccc12	17.3%	-18.0%	1.1%
COc1ccc(C(=O)OCC(=O)c2ccc(F)cc2)cc1OC	-13.7%	-11.9%	-1.7%
CCN(CC)c1ccc(N=Cc2ccc(N(CC)CC)cc2O)cc1	?	?	12.9%
CCOc1ccc(CN2CCN(Cc3ccc(C)o3)CC2CCO)cc1 (stereo not drawn)	?	-29.0%	-3.5%
Cc1ccc(-c2csc(N(CCO)CCCn3c(C(F)(F)F)nc4ccccc43)n2)cc1	?	20.6µM*	nt
O=C1CCc2cc(S(=O)(=O)N3CCCC3C(=O)N3CCN(c4ccccc4F)CC3)ccc2N1 (stereo not drawn)	-22.9%	1.3%	3.7%
O=C(NNC(=O)c1cccc2ccccc12)c1ccc(Br)cc1	-22.3%	0.1%	nt
Cc1ccc(S[C@@H](CCN2CC[C@H](C(C)(C)C)CCC2=O)c2ccccc2)cc1	?	?	nt

Single entries from the results shown:
C/C(=N\NC(=O)C1COc2ccccc2O1)c1ccc(N2CCOCC2)cc1 (stereo not drawn) in TDP1 cell noCPT = -14.5%
Cc1ccc(NC(=O)CC2COc3ccccc3O2)cc1 (stereo not drawn) in TDP1 block = 3.9%
Cc1c(C(=O)N2CCC[C@H]2C(N)=O)oc2c(F)cccc12 in DT40 TDP1 CPT = -18.0%
